# Screens: PubChem, Southern Research Specialized Biocontainment Screening Center
# Dengue-2 NS5 capping = Dengue-2 NS5 methyltransferase inhibitors, primary screen, biochemical, confirmation dose response (AID 588689); hit rate 0.3% among 340,000; Dengue-2 NS5 methyltransferase capping enzyme assay, biochemical; higher % means a stronger effect; inhibition, % at 25 µM, or IC50 in µM where a hit was titrated; in the data active = a potency from the dose series
# Rac1 GTP hydrolysis = MgcRacGAP GTPase-activating activity inhibitors, confirmation, biochemical, ADP Hunter fluorescence | MgcRacGAP-stimulated Rac1 GTP hydrolysis, ADP Hunter fluorescence; higher % means a stronger effect; GST-tagged Rac1 F28L mutant substrate | one-dose inhibition, % at 30 µM; IC50 in µM for titrated hits | hit rate 0.6% among 340,000 | AID 624330;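 active = first-screen hits whose inhibition reached a set limit at any dose in the follow-up dose series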;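 note: fluorescence reports GDP produced by GAP-driven GTP hydrolysis; strong numbers were not always called active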
# Dengue-2 NS5 capping pilot replicate = further read-out of Dengue-2 NS5 capping, marked with its call; inhibition, %; measured here: pilot screen replicate inhibition
# * = called active by the depositor.
SMILES,Dengue-2 NS5 capping,Rac1 GTP hydrolysis,others
COc1ccc(C2OCC(C)([N+](=O)[O-])CO2)cc1 (stereo not drawn),15%,1%,
CC1CC1C(=O)OCC(=O)NCc1ccccc1 (stereo not drawn),-9%,7%,
CCCCCCCCNS(=O)(=O)CCNCCCC,-5%,5%,
O=C(C(=O)c1ccc(O)c(O)c1)c1ccc(O)c(O)c1,3%,3%,
COc1cc(/C=C/C(=O)OCC(=O)c2ccccc2)cc(OC)c1OC,-2%,-1%,
COc1ccc(N2CSC(=S)N(c3ccc(OC)cc3)C2)cc1,3%,19%,
Cc1noc(C)c1NC(=O)N(C)C[C@H]1Oc2ccc(NS(=O)(=O)c3ccc(F)cc3)cc2C(=O)N([C@H](C)CO)C[C@@H]1C,1%,9%,
CC(CNc1ccc(Cl)cc1)(CNc1ccc(Cl)cc1)[N+](=O)[O-],-4%,7%,
O=C(COC(=O)c1ccc(Cl)nc1)Nc1cc(S(=O)(=O)N2CCOCC2)ccc1Cl,9%,3%,
CCC(C)Sc1ccc([C@@H]2[C@@H]3C(=O)N(CC)C(=O)[C@@H]3[C@]3(C(=O)OC)CCCCN23)cc1OC (stereo partly drawn),2%,2%,
COc1ccc(C(=O)NCC(=O)OCc2c(Cl)cccc2Cl)cc1OC,0%,11%,
C[C@@H]1CN([C@H](C)CO)C(=O)CCCn2cc(nn2)CO[C@H]1CN(C)C(=O)CCC(F)(F)F,-2%,16%,
CN(c1ccccc1)S(=O)(=O)c1ccc2c(c1)OCCO2,-10%,2%,
CCCCn1c(N)c(N(CCOC)C(=O)COC(=O)c2ccccc2NCCO)c(=O)[nH]c1=O,-5%,6%,
CNC[C@@H]1Oc2ccc(NS(=O)(=O)c3ccc(Cl)cc3)cc2C(=O)N([C@H](C)CO)C[C@@H]1C,-10%,10%,
Cc1noc(C)c1S(=O)(=O)Nc1ccc2c(c1)C(=O)N([C@H](C)CO)C[C@H](C)[C@@H](CN(C)C(=O)Nc1ccccc1)O2,3%,5%,Dengue-2 NS5 capping pilot replicate=2.1
COc1cc(-c2noc(C)c2C(=O)NCCCN2CCCC2=O)cc(OC)c1OC,15%,-1%,
COc1cc2c(c(OC)c1OC)-c1ccc(OC)c(=O)cc1C(NC(=O)c1ccccc1)CC2 (stereo not drawn),-6%,9%,
CNc1ncnc2c1cnn2C1CCCCO1 (stereo not drawn),6%,-2%,
Cc1ccc(C(=O)NN=CC(=O)c2ccccc2)c(C)c1,-7%,0%,
Cc1ccc(S(=O)(=O)NCCC(=O)NCCc2ccc(S(N)(=O)=O)cc2)cc1C,2%,1%,
Cc1cn(CC(=O)NCCCN2CCCC2=O)c(=O)[nH]c1=O,-11%,2%,
COc1ccc(NC(=O)C[C@H]2C(=O)N(c3ccc(OC)cc3)C[C@@H]2c2ccc(Br)cc2)cc1,7%,19%,
CN(Cc1ccccc1)C(=O)c1cccc(NC(=O)Cc2ccc(NC(=O)C3CCCN(C(=O)C4CCCCC4)C3)cc2)c1 (stereo not drawn),-3%,5%,Dengue-2 NS5 capping pilot replicate=-4.2
COc1ccccc1CNC(=O)COC(=O)c1cnc(C)cn1,1%,6%,
Cc1cnc(C(=O)OCC(=O)N2C(C)CCCC2C)cn1 (stereo not drawn),3%,3%,
CCCCn1c(N)c(N(CC(C)C)C(=O)CSc2nnc(C)n2-c2ccccc2)c(=O)[nH]c1=O,-1%,6%,
CSCCC(NC=O)C(=O)NC(C)C(=O)O (stereo not drawn),-6%,1%,
O=C1C=CC2(C=C1)O[C@H](Cc1ccccc1)[C@@H](Cc1ccccc1)O2,16%,50µM*,
O=C(NC1CC1)c1ccc(CSCc2ccc(Cl)cc2)o1,1%,17%,
CSc1ccc(CNC(=O)C2CCC(=O)N(CC3CCCCC3)C2)cc1 (stereo not drawn),3%,12%,
CC(Nc1ccc(Br)cc1)C(=O)Nc1cccc(S(=O)(=O)N2CCOCC2)c1 (stereo not drawn),1%,12%,
COc1ccc(CNC(=O)C[C@H]2C[C@H](C(=O)N3CCOCC3)[C@@]3(C)c4[nH]c5cc(CCC(=O)N(C)C)ccc5c4CCN3C2=O)cc1OC,-3%,10%,Dengue-2 NS5 capping pilot replicate=-1.5
O=C(CCNC(=O)c1ccc(Br)cc1)NNC(=O)COc1ccccc1F,2%,8%,
COc1ccc(S(=O)(=O)N(C)C[C@@H]2OCc3cnnn3CCCC(=O)N([C@H](C)CO)C[C@H]2C)cc1,-7%,12%,
COc1ccc(CNC(=O)C[C@H]2C[C@H](C(=O)N(C(C)C)C(C)C)[C@@]3(C)c4[nH]c5cc(-c6ccco6)ccc5c4CCN3C2=O)cc1OC,-7%,11%,
COc1ccc(CNC(=O)COC(=O)c2ccc(C)c(S(=O)(=O)N3CCOCC3)c2)cc1,-4%,3%,
O=[N+]([O-])c1ccc(Nc2cccc3c2[nH]c2c(-c4ccccc4)nccc23)c([N+](=O)[O-])c1,1%,14%,
C[C@@H]1CN([C@@H](C)CO)C(=O)c2cc(Br)cnc2O[C@@H]1CN(C)C(=O)Nc1ccc(F)cc1,-2%,10%,
CC(C)C[C@@H](CN)NC(=O)c1nc[nH]c1C(=O)N[C@@H](CC(C)C)C(=O)CNC[C@H](C)NC(=O)c1nc[nH]c1C(=O)N[C@@H](C)C(=O)O,-2%,3%,Dengue-2 NS5 capping pilot replicate=-0.6
CCn1c2ccccc2c2nnc(SCN3C(=O)c4ccccc4C3=O)nc21,1%,14%,
CC(=O)Nc1c(-c2ccc(C)cc2)nc2ccc(Cl)cn12,-3%,5%,
C=CC[C@@H](CC(=O)N(CCO)Cc1ccccc1)C(=O)N[C@H](COC(=O)[C@@H](CC=C)Cc1ccc(F)cc1)C(C)(C)C,0%,5%,
O=C(NC1CCCCCC1)c1ccc([N+](=O)[O-])s1,-4%,6%,
C[C@]12c3[nH]c4ccccc4c3CCN1C(=O)C(CC(=O)NCc1ccco1)C[C@@H]2C(=O)N1CCOCC1 (stereo partly drawn),-2%,4%,
NC(=O)c1cnccc1C=Cc1ccccc1,5%,7%,
CCOc1ccc(NC(=O)c2ccc3c(c2)S(=O)(=O)N=C2CCCCCN23)cc1,-3%,-1%,
COc1ccc(NC(=O)Cn2ccc(C(F)(F)F)n2)cc1S(=O)(=O)N1CCOCC1,-14%,7%,
O=C(OCc1ccccc1F)c1cc(S(=O)(=O)N2CCCCC2)ccc1N1CCOCC1,-5%,23%,
Cc1cc(=O)oc2cc(OCC(=O)Nc3ccc(F)cc3F)ccc12,-6%,9%,
COc1cc(OC)cc(C(=O)NCC(=O)OCC(=O)NC2CCCc3ccccc32)c1 (stereo not drawn),1%,-3%,
N=C(N)c1ccc(N=Nc2c(O)ccc3c2[nH]c2ccccc23)cc1,3%,13µM*,
CC(=NNc1nc2ccccc2o1)c1ncccn1,8%,-1%,
COc1ccc(NS(=O)(=O)c2ccc(C(=O)N3CCN(c4ccc(F)cc4)CC3)cc2)cc1,-1%,-2%,
C[C@H](CO)N1C[C@H](C)[C@@H](CN(C)Cc2ccccc2)Oc2c(NC(=O)C3CC3)cccc2C1=O,-9%,4%,
COc1cc(NC(=O)CNC(=O)Cn2cnc3sc(C)c(C)c3c2=O)cc(OC)c1OC,-1%,4%,
COC1=CC(=O)C(OC)=C(OC)C1=O,7%,-11%,
CCN(CC)C(=O)[C@H]1C[C@H](CC(=O)NC/C=C(\C)CCC=C(C)C)C(=O)N2CCc3c([nH]c4ccc(Cl)cc34)[C@]12C,2%,8%,Dengue-2 NS5 capping pilot replicate=1.5
O=C(C[C@@H]1C/C=C\C[C@H](Cc2ccc(F)cc2)C(=O)OC[C@@H]2CCCN2C1=O)N[C@H](CO)Cc1ccccc1,-7%,6%,
COc1ccccc1NC(=O)c1ccc(NC(=O)COC(=O)c2cncc(Br)c2)cc1,-4%,5%,
# The listing continues.
SMILES,Dengue-2 NS5 capping,Rac1 GTP hydrolysis,others
COc1ccc2cc(CN(C)C(=O)CN3C(=O)NC4(CCCC4)C3=O)ccc2c1,-4%,20%,
COc1cccc(NC(=O)CN(C)C(=O)/C=C/c2cn(-c3ccccc3)nc2-c2cccs2)c1,-1%,7%,
CCN(CC)C(=O)C1=C(C)N(Cc2ccccc2)C(=O)C(CC(=O)NCc2cccs2)C1 (stereo not drawn),-1%,13%,
CN(Cc1cccc(F)c1)C(=O)C1CC(=O)N(Cc2ccco2)C1 (stereo not drawn),2%,-10%,
C=CCc1cc(C=Nc2ccc(N3CCOCC3)cc2)cc(OCC)c1O,17%,13µM*,
COc1ccccc1CNC(=O)CN1C(=O)NC(c2ccccc2)(c2ccc(C)c(C)c2)C1=O (stereo not drawn),1%,2%,
COc1ccc(NC(=O)CCCOc2ccc(C)cc2)cc1S(=O)(=O)N1CCCCC1,-1%,11%,
[O-]C(=C(C(=S)Nc1cccc2ccccc12)[n+]1cccc(CO)c1)c1ccc(Cl)s1,-5%,9%,
Cc1cccc(N2N=C(C(=O)N3Cc4ccccc4CC3C(N)=O)CCC2=O)c1 (stereo not drawn),2%,4%,
COc1cc2c(oc(=O)c3cc(C)cc(OC)c32)c2c(C3OC(C)C(O)C(C)(O)C3O)ccc(O)c12 (stereo not drawn),2%,-1%,
Cc1[nH]nc(C(F)(F)F)c1CCC(=O)NC1CCCCCC1,3%,-1%,
C[C@@H]1CN([C@@H](C)CO)C(=O)CCCn2nncc2CO[C@H]1CN(C)C(=O)Nc1ccnc(N2CCOCC2)c1,1%,13%,
O=C(O)CNC(=O)C1(N2C(=O)c3ccccc3C2=O)CCCC1,12%,4%,
CNC[C@@H]1OCc2ccccc2-c2c(n(C)c3ccccc23)C(=O)N([C@H](C)CO)C[C@@H]1C,2%,16%,
C[C@H](CO)N1C[C@H](C)[C@@H](CN(C)Cc2ccc(C(=O)O)cc2)Oc2c(NC(=O)c3ccncc3)cccc2C1=O,-4%,11%,
Cc1cc(C(=O)OCC(=O)Nc2c(Cl)cccc2Cl)c(C)o1,2%,-3%,
CCC1(C)COC(c2ccc(OC)c(OC)c2)OC1 (stereo not drawn),-3%,9%,
NC(=O)CC1(c2ccccc2)CCCCC1,-2%,7%,
CC1CCCCC12NC(=O)N(CC(=O)OCC(=O)Nc1ccc(F)cc1[N+](=O)[O-])C2=O (stereo not drawn),4%,0%,
CCOC(=O)c1ccc(NC(=O)c2nc[nH]c2C(=O)N[C@H](C)CO)cc1,1%,5%,

# 15 compounds already listed, ordered by count of non-hydrogen atoms, smallest number first:
SMILES,Dengue-2 NS5 capping,Rac1 GTP hydrolysis,others
NC(=O)CC1(c2ccccc2)CCCCC1,-2%,7%,
CCC1(C)COC(c2ccc(OC)c(OC)c2)OC1 (stereo not drawn),-3%,9%,
Cc1[nH]nc(C(F)(F)F)c1CCC(=O)NC1CCCCCC1,3%,-1%,
O=C(O)CNC(=O)C1(N2C(=O)c3ccccc3C2=O)CCCC1,12%,4%,
CN(Cc1cccc(F)c1)C(=O)C1CC(=O)N(Cc2ccco2)C1 (stereo not drawn),2%,-10%,
CCOC(=O)c1ccc(NC(=O)c2nc[nH]c2C(=O)N[C@H](C)CO)cc1,1%,5%,
C=CCc1cc(C=Nc2ccc(N3CCOCC3)cc2)cc(OCC)c1O,17%,13µM*,
Cc1cccc(N2N=C(C(=O)N3Cc4ccccc4CC3C(N)=O)CCC2=O)c1 (stereo not drawn),2%,4%,
[O-]C(=C(C(=S)Nc1cccc2ccccc12)[n+]1cccc(CO)c1)c1ccc(Cl)s1,-5%,9%,
CC1CCCCC12NC(=O)N(CC(=O)OCC(=O)Nc1ccc(F)cc1[N+](=O)[O-])C2=O (stereo not drawn),4%,0%,
CNC[C@@H]1OCc2ccccc2-c2c(n(C)c3ccccc23)C(=O)N([C@H](C)CO)C[C@@H]1C,2%,16%,
COc1ccccc1CNC(=O)CN1C(=O)NC(c2ccccc2)(c2ccc(C)c(C)c2)C1=O (stereo not drawn),1%,2%,
COc1cc2c(oc(=O)c3cc(C)cc(OC)c32)c2c(C3OC(C)C(O)C(C)(O)C3O)ccc(O)c12 (stereo not drawn),2%,-1%,
C[C@@H]1CN([C@@H](C)CO)C(=O)CCCn2nncc2CO[C@H]1CN(C)C(=O)Nc1ccnc(N2CCOCC2)c1,1%,13%,
C[C@H](CO)N1C[C@H](C)[C@@H](CN(C)Cc2ccc(C(=O)O)cc2)Oc2c(NC(=O)c3ccncc3)cccc2C1=O,-4%,11%,

# Next section
SMILES,Dengue-2 NS5 capping,Rac1 GTP hydrolysis,others
CCCN(CC(=O)Nc1ccccc1C)C(=O)C1CCN(S(=O)(=O)c2ccc3c(c2)OCCO3)CC1,2%,4%,
Nc1cccc2c1C(=O)c1ccc(Cl)cc1C2=O,12%,1%,
CC(=O)NS(=O)(=O)c1ccc(NC(=O)C(C)NS(=O)(=O)/C=C/c2ccccc2)cc1 (stereo not drawn),0%,4%,
O=C1CCN(Cc2ccccc2)C=C1c1ccc(Br)cc1,-1%,10%,
O=c1n(CC2CO2)c(=O)n(CC2CO2)c(=O)n1CC1CO1 (stereo not drawn),-3%,7%,
CN1C(CCl)Nc2cc(Cl)c(S(N)(=O)=O)cc2S1(=O)=O (stereo not drawn),-6%,-4%,
Cc1ccc(S(=O)(=O)NN=C2CC(C)(C)OC2(C)C)cc1,-1%,4%,
COc1ccc(C)cc1NC(=O)C(c1ccccc1)N1CCN(CC(=O)N2CCCC2)CC1 (stereo not drawn),-5%,12%,

# The list is partial, so the mix of outcomes need not match the whole.
